S3 lipid droplet – qHTS Assay for Lipid Storage Modulators in Drosophila S3 Cells | Drosophila S3 cells, BODIPY lipid droplet fluorescence, 18-24 h; cells fed with added oleic acid | lipid storage change, negative = inhibition, % at the top dose, mostly 46.1 µM; hits show Potency in µM | hit rate 0.64% among 320,000 | AID 2685, 2010; active = well fitted inhibition curve with a large enough effect in the signal ratio, with a control signal flat, not every such curve was filed as active; inconclusive = small, poorly fitted or top-dose-only effect, or effect the other way, or a change in a side signal; the % refers to the signal ratio
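Drosophila S3 cells got compounds at several concentrations plus oleic acid (400 uM solution). Laser-scanning cytometry with 488 nm excitation read lipid droplets at 500-530 nm and cells at 575-640 nm. Percent activity was relative to 20 uM Triacsin C.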
S3 lipid droplet cell count max – second read-out of S3 lipid droplet, no call of its own (marks repeat the call); cell number change, %; measured here: cell count max response;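 cells counted by Cell Tracker Red CMTPX staining in the red channel; peak over a dose series mostly up to 46.1 µM; percent activity relative to internal control wells on each plate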
Numbers without * were called inactive; i = inactive; ? = inconclusive; . = not tested or not shown. % is scaled to controls: 0 for no effect and ±100 for the full control effect; potency is read from the fitted curve at half-maximal effect. These rows are one share of the data; count on the stated rates, not on these rows.

SMILES	S3 lipid droplet	S3 lipid droplet cell count max
COc1cc(-c2nc(CN3CCN(CC(C)C)C(=O)[C@@H]3C)c(C)o2)ccc1F	5%	4
CCc1ccc2c(c1)/C(=C/C(=O)c1cccs1)C(=O)N2	?	.
CCOC(=O)N1CCN(C(=O)CN(C)S(=O)(=O)c2ccc3c(c2)c(=O)n(C)c(=O)n3C)CC1	6%	.
O=C(N/N=C/c1cccnc1)C1CCCN(S(=O)(=O)c2ccccc2)C1 (configuration not stated)	?	.
CCN(CC)CCCN1C=C2C(=O)C(C)(OC(=O)C3CCCC3)C(=O)C=C2C=C1c1ccsc1 (configuration not stated)	-2%	1
O=C(NC1CCN(C(=O)NCc2ccccc2)CC1)c1ccccc1	?	.
CCN(CC)S(=O)(=O)c1ccc(C)c(NC(=O)CNCc2ccccc2OC)c1	?	.
CC(C)Cc1nnc(NC(=O)CCC(=O)N2CC(C)CC(C)C2)s1 (configuration not stated)	?	.
COc1ccc(NC(=O)CN(c2ccc(OC)cc2)S(=O)(=O)c2c(C)nn(C)c2C)cc1	?	.
O=C(Oc1ccc(-c2nnco2)cc1)c1ccc(Br)o1	?	.
CC(C)OC(=O)NC(Nc1ccccc1C(=O)O)(C(F)(F)F)C(F)(F)F	7%	-18
O=C(c1cccc(Br)c1)N1CCN(c2cnn(-c3ccccc3)c(=O)c2Cl)CC1	-9%	-12
COc1ccc(C2/C(=C(/O)c3ccccc3)C(=O)C(=O)N2CCN2CCOCC2)c(OC)c1 (configuration not stated)	3%	6
COc1cccc(C2CCCN2Cc2nc(-c3cnccn3)no2)c1 (configuration not stated)	?	.
Cc1ccc(SCCC(=O)NC(C(C)C)C(C)C)cc1	?	.
COc1cc(Cl)c(C)cc1NC(=O)CSc1nc2ccccc2o1	?	.
COC(c1ccccc1)c1nnc(CCC(=O)N(C)CCOc2ccccc2)o1 (configuration not stated)	?	.
COc1ccc(Nc2nc(-c3cc4cccc(OC)c4oc3=O)cs2)cc1	?	.
Cc1c(NC(=O)c2cnn3c2NC(c2ccc(Br)cc2)CC3C(F)(F)F)c(=O)n(-c2ccccc2)n1C (configuration not stated)	8%	-11
O=C(NCC(=O)N1CCCCC1)c1ccc(Cl)cc1Cl	i	.

Full records from above.
Cc1ccc(SCCC(=O)NC(C(C)C)C(C)C)cc1 across the screens: S3 lipid droplet: ?; S3 lipid droplet cell count max: .
COc1cc(Cl)c(C)cc1NC(=O)CSc1nc2ccccc2o1 across the screens: S3 lipid droplet: ?; S3 lipid droplet cell count max: .
Cc1c(NC(=O)c2cnn3c2NC(c2ccc(Br)cc2)CC3C(F)(F)F)c(=O)n(-c2ccccc2)n1C (configuration not stated) across the screens: S3 lipid droplet: 8%; S3 lipid droplet cell count max: -11

Other structures follow.
SMILES	S3 lipid droplet	S3 lipid droplet cell count max
Cn1nc(C(=O)OCC(=O)N(Cc2ccccc2)C(C)(C)C)c2ccccc2c1=O	?	.
CC1=NN(C(=S)Nc2ccccc2)C(c2ccccc2)C1 (configuration not stated)	?	.
CCOCCCNC(=S)NCCCNc1nc2c(C)cc(C)cc2cc1C#N	14%	-15
CCCn1c2ccc(F)cc2c2nnc(NN)nc21	?	.
O=S(=O)(NN1CCOCC1)c1cc(Cl)cc(Cl)c1O	?	.
Cc1oc(C)c(C(=O)Nc2ccc(CC(=O)O)cc2)c1C(=O)Nc1ccc(CC(=O)O)cc1	?	.
N/C(=N\OC(=O)CCc1ccccc1)c1cccnc1	?	.
Cc1ccc(C(=O)C(OC(=O)COc2ccccc2C)c2ccccc2)cc1 (configuration not stated)	5%	4
Cc1ccc2cc(CCNC(=O)C(=O)c3c(C)[nH]c4ccccc34)c(=O)[nH]c2c1	?	.
COc1ccc(C2CC(c3cccs3)=NN2C(=O)CSc2nncs2)cc1OC (configuration not stated)	-16%	23

Quoted from the listing:
`Cc1ccc(C(=O)C(OC(=O)COc2ccccc2C)c2ccccc2)cc1` (configuration not stated) in S3 lipid droplet cell count max → 4
`CCOCCCNC(=S)NCCCNc1nc2c(C)cc(C)cc2cc1C#N` in S3 lipid droplet cell count max → -15

Following part.
SMILES	S3 lipid droplet	S3 lipid droplet cell count max
O=c1ccc(S(=O)(=O)N2CCCC2)cn1Cc1ccc(F)cc1	0%	-10
COc1cc2c(cc1OC)[C@@H]1Cc3cc4c(cc3[C@H](C2)N1C)OCO4	1%	-1
COc1ccc(CC(=O)Oc2ccccc2C)cc1	i	.
CC(C)(C)C(=O)NC(=C(Cl)Cl)P(=O)(O)O	?	.
Cc1ccc(-c2nnc(-c3ccc(NC(=O)c4ccco4)cc3)o2)cc1	?	.
CCOc1ccc(NC(=O)[C@H](C)NC(=O)C2CC(=O)N(c3ccc(OC)cc3)C2)cc1 (some centres not stated)	i	-20
Cn1c(CNC(=O)CCNC(=O)c2ccccc2)cc(=O)n(C)c1=O	i	-25
COc1cc(CN=Cc2c(O)n(Cc3ccccc3)c(=S)[nH]c2=O)cc(OC)c1	-15%	4
Clc1ccc(-n2ncc3c(NCCN4CCOCC4)ncnc32)cc1	i	23
Cc1ccc(SC(C)C(=O)N2CCN(c3ccccc3)CC2)cc1 (configuration not stated)	?	.
COC(=O)N1CC(=O)N(OC)C1c1ccc(Cl)cc1Cl (configuration not stated)	-7%	0
Cc1ccc(NC(=O)CN(Cc2ccccc2)S(C)(=O)=O)cc1C	?	.
CCC(C)OC(=O)C1=C(C)NC(=O)NC1c1ccc(F)cc1 (configuration not stated)	?	.
CC(NC(=O)CN(C1CCCCC1)S(C)(=O)=O)c1ccccc1 (configuration not stated)	-21%	-5
CN(Cc1nc2ccccc2c(=O)[nH]1)C(=O)c1cc(C2CC2)nn1-c1ccccc1	?	.
C/C(=N\Nc1nc2ccccc2c(=O)n1O)c1ccco1	?	.
CCN(C1CCCCC1)S(=O)(=O)c1ccc(S(=O)(=O)N2CCN(CCC#N)CC2)cc1	?	.
CC(=O)NC(=S)Nc1ccc2oc(-c3cc(F)c(F)cc3Cl)nc2c1	-15%	12
O=S(=O)(c1cccc(-c2n[nH]c(=S)n2C2CCCC2)c1)N1CCOCC1	2%	0
COc1cc(C(=O)NN(CCC#N)C2=NS(=O)(=O)c3ccccc32)cc(OC)c1OC	?	.
Cc1ccc(NC(=O)c2nc[nH]c2C(=O)N[C@@H](CCCCNC(=O)OC(C)(C)C)C(=O)OC(C)(C)C)cc1	?	.
CCC(C)NC(=O)[C@H](CSCc1ccccc1)N1Cc2ccccc2C1=O (some centres not stated)	?	.
CCCn1c(N)c(N(CCOC)C(=O)c2ccc(Cl)c([N+](=O)[O-])c2)c(=O)[nH]c1=O	?	.
COC(=O)c1ccc(NC(=O)COc2ccc(N(C)S(=O)(=O)c3ccc(C)cc3)cc2)cc1	i	-12
CCCSc1nnc(NC(=O)Nc2ccccc2OC)s1	3%	-5
O=C(c1csc2c1CCCC2)N1CCN(c2ccc(F)cc2)CC1	-2%	5
COc1ccccc1CN1CCNC(=O)C1CC(=O)NCc1cn(C)nc1C (configuration not stated)	?	.
O=C(Nc1ccc(Cl)c(Cl)c1)c1cccnc1	11%	24
O=C(CCCSc1ccccc1)Nc1cccc(CO)c1	?	.
O=C1OCCC1Sc1nnc(-c2ccco2)n1-c1ccccc1 (configuration not stated)	-7%	6
COc1ccc(C(c2sc3nc(C)nn3c2O)N2CCC3(CC2)OCCO3)cc1 (configuration not stated)	?	.
CC(=O)c1ccc(NC(=S)Nc2ccc3cn[nH]c3c2)cc1	i	.
O=C(NCCCO)/C(=C/c1ccc(-c2cccc([N+](=O)[O-])c2)o1)NC(=O)c1ccccc1	-4%	-1
O=C(C1CCN(Cc2ccccc2O)CC1)N1CCN(Cc2ccc3c(c2)OCO3)CC1	12%	17
Cn1c(=S)c2[nH]c(SCCN3CCCC3)nc2n(C)c1=O	?	.
S=C1NCN(Cc2ccccc2)CN1C1CCCCC1	4%	.
CC1CCCC(C)N1C(=O)COC(=O)c1ccc[nH]c1=O (configuration not stated)	?	.
O=C(COC(=O)c1cc(=O)c2ccccc2o1)NCC1CCCCC1	-3%	7
CCN1CCN(c2ccc(S(=O)(=O)N3CCOCC3)cc2NC(=O)/C=C/c2ccc([N+](=O)[O-])cc2)CC1	26%	.
O=C(C1=C(O)C(=O)N(CC2CCCO2)C1c1ccc(Cl)cc1Cl)c1ccco1 (configuration not stated)	?	.

Overlap with the part before: 2 entries, then new ones.
SMILES	S3 lipid droplet	S3 lipid droplet cell count max
CCN1CCN(c2ccc(S(=O)(=O)N3CCOCC3)cc2NC(=O)/C=C/c2ccc([N+](=O)[O-])cc2)CC1	26%	.
O=C(C1=C(O)C(=O)N(CC2CCCO2)C1c1ccc(Cl)cc1Cl)c1ccco1 (configuration not stated)	?	.
O=C(c1cccc(S(=O)(=O)N2CCN(c3ccccc3)CC2)c1)N1CC=C(c2ccccc2)CC1	-18%	.
CCc1ccc(O)c(-c2cc(C(=O)Nc3cccnc3)[nH]n2)c1	?	.
CCN(Cc1ccccc1)C(c1cccc(C#N)c1)c1nnnn1C(C)(C)C (configuration not stated)	?	.
O=C(c1ccco1)N1CCCC(N2CCN(c3ccccc3F)CC2)C1 (configuration not stated)	?	.
COC(=O)C1=C(C(=O)OC)[C@@H]2N(C)c3ccccc3[C@@]23C[C@@H](C(=O)OC)N(C(=O)c2cc(C)oc2C)C3=N1	?	.
COc1ccc2c(CC(=O)O)cc(=O)oc2c1	19%	.
Cc1ccc(NC2(C#N)C(=O)Nc3ccccc32)cc1C (configuration not stated)	3%	7
O=[N+]([O-])c1ccccc1-c1ccc(C(=S)N2CCN(c3ccccc3)CC2)o1	12%	21
CCOC(=O)CSc1nc2sc3c(c2c(=O)n1-c1ccccc1)CCN(C)C3	22%	-12
CCOC(=O)N1CCN(C(=O)COc2ccc3oc4c(c3c2)CCCC4)CC1	?	.
Cn1ccc(C(=O)N/N=C/c2cccnc2)n1	i	.
CC1Sc2ccc(S(=O)(=O)NCCc3ccccc3)cc2NC1=O (configuration not stated)	i	-2
C=CCN1/C(=C2/SC(=S)N(C)C2=O)Sc2ccccc21	?	.
CN1CCN(Cc2coc3c(Cl)cc(Cl)cc3c2=O)CC1	?	.
Cc1ccc(NC(=O)c2cccc(NC3=NC4CS(=O)(=O)CC4S3)c2)cc1 (configuration not stated)	15%	-2
Cc1nnc(N)nc1C	-3%	-15
COc1ccc(-c2csc(N3CCOCC3)n2)cc1OC	i	21
O=C(Nc1ccc(Cl)cc1)Nc1ccc(S(=O)(=O)Nc2ncccn2)cc1	3%	0
Cc1cccc(C#Cc2ccccc2)n1	?	.
CCOc1ccc2nc(NC(=O)CSc3nc4c(c(=O)n(C)c(=O)n4C)n3CC)sc2c1	14%	13
COC(=O)c1ccc(Cn2c(O)c(N=NC(N)=S)c3ccccc32)o1	?	.
C=CCNC(=S)N/N=C(\C)c1cc(OC)c(OC)c(OC)c1	-7%	-19
Cc1ccc(OCCn2ccc(=O)[nH]c2=O)cc1C	0%	-19
CCN(CC)CCN1C(=O)C(O)=C(C(=O)c2cc3ccccc3o2)C1c1cccnc1 (configuration not stated)	?	.
COc1cc(NC(=O)c2cc3ccccc3o2)ccc1NC(=O)c1ccco1	0.58µM*	3.0*
Cc1ccc(CSc2nnc(-c3cnccn3)n2C)cc1	1%	.
COc1ccc(C2=NN(C(=O)CSc3nc(=O)n4cccc(C)c4n3)C(c3ccc(C)cc3)C2)cc1 (configuration not stated)	?	.
Cc1ccc(N=c2c([N+](=O)[O-])nn(-c3ccc(Cl)cc3)n2O)cc1C	?	.
O=C(Cn1cc([N+](=O)[O-])cn1)NCc1ccco1	?	.
O=C(O)/C=C/C(=O)Nc1ccc(Oc2ccccc2)cc1	2%	0
COC(=O)CSc1nc2cc(OC)ccc2cc1C#N	?	.
Cc1cc(C(=O)COc2ccccc2Cl)c(C)n1-c1ccc2c(c1)OCO2	?	.
N#Cc1ccc(-c2csc(NNC(=O)c3ccc(Br)cc3)n2)cc1	-3%	4
CCN1C(=NCCCCO)N[C@@H](c2cccc(F)c2)C(C(=O)OC)=C1C	?	5
O=C(COC(=O)/C=C/c1ccc(C(F)(F)F)cc1)NC(=O)NCc1ccco1	?	.
CC(C)(C)NC(=O)c1c(F)c(F)c(F)c(F)c1F	?	.
CCCSc1nnc(NC(=O)Cc2ccc(OC)c(OC)c2)s1	?	.
CN1CCC(N(C)C(=O)COc2ccccc2Cl)CC1	4%	3
O=C(NCCO)c1cc2cc(Cl)cc(Cl)c2oc1=O	-5%	-7
O=Cc1c(N2CCSCC2)nc2ccccn2c1=O	?	.
Cn1c(=O)c(=O)n(C)c2cc(S(=O)(=O)N3CCN(c4cccc(C(F)(F)F)c4)CC3)ccc21	?	.
CCOc1ccc(S(=O)(=O)N2CCCCC2)cc1NC(=O)CN1C(=O)NC(C)(c2ccccc2)C1=O (configuration not stated)	?	.
CN(C)CCCN(C(=O)COc1ccc(Cl)cc1)c1nc2cc3c(cc2s1)OCCO3	?	.
COc1cc(C2CC(=O)N(CC(=O)NCc3ccco3)c3ccccc3S2)cc(OC)c1OC (configuration not stated)	?	.
COc1cccc(-n2c(N)c(C(=O)Nc3c(C)n(C)n(-c4ccccc4)c3=O)c3nc4ccccc4nc32)c1	?	.

From PubChem BioAssay
